# BAZ2B block – qHTS Assay for Inhibitors of BAZ2B. 4.4% of 360,000 active. Potency, µM (top dose mostly 114 µM), inactives show top-dose activity change, negative = inhibition, actives largely listed as inhibitors. AlphaScreen BAZ2B-H3K14Ac peptide displacement. Bromodomain adjacent to zinc finger domain protein 2B (Homo sapiens), Q9UIF8; further: potency means the concentration at half of the fitted maximal effect; on the % scale 0 is the no-effect control and ±100 the full control effect; nearly all actives have a fitted effect of over 60% in size
#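 Inhibition is scored as reduced AlphaScreen emission. The BAZ2B/b-H3(5-23)K14Ac complex (50 nM each) in PBS pH 7.4, 0.01% Tween-20 meets compound (up to 110 uM) for 30 min at RT before bead addition.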
# POLH inh – qHTS for Inhibitors of Polymerase Eta. DNA polymerase eta (Homo sapiens), Q9Y253. recombinant Pol eta, fluorescent DNA replication assay. Potency, µM (titrated, usually from 114 µM), inactives show top-dose activity change, negative = inhibition, hits mostly inhibitors. 1.2% of 390,000 active. AID 588591, 2011; further: potency means the concentration at half of the fitted maximal effect; on the % scale 0 is the no-effect control and ±100 the full control effect
#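 Fluorescent replication assay: 50 nM final substrate added after a 15 min room-temperature compound preincubation with 10 nM enzyme. Signal taken at 0 min and again at 10 min.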
# HP1b binding inh – HTS for Inhibitors of HP1-beta Chromodomain Interactions with Methylated Histone Tails. Chromobox protein homolog 1 (Homo sapiens), P83916. AlphaScreen HP1-beta / biotin-H3K9me3 peptide binding. Potency, µM (top dose mostly 114 µM), without a hit: at the top dose activity change, negative = inhibition, hits mostly inhibitors. 0.56% of 390,000 active; further: potency means the concentration at half of the fitted maximal effect; nearly all actives have a fitted effect of over 70% in size; inactives centre near 23
#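 Compound inhibition of the preformed complex between 50 nM HP1-beta and 50 nM biotinylated H3K9me3 peptide was read by AlphaScreen. Buffer was PBS pH 7.4 with 0.01% Tween-20. Incubations ran 30 min at room temperature, with 10 ug/mL donor/acceptor beads.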
# G9a inh – qHTS Assay for Inhibitors of Histone Lysine Methyltransferase G9a. Potency, µM (series often up to 102 µM), inactives show at the top dose activity, negative = inhibition, actives largely listed as inhibitors. Histone-lysine N-methyltransferase EHMT2 (Homo sapiens), Q96KQ7. 8.8% of 350,000 active. G9a H3K9 monomethylation, AlphaScreen, 2 h; further: potency means the concentration at half of the fitted maximal effect; on the % scale 0 is the no-effect control and ±100 the full control effect; nearly all actives have a fitted effect of over 75% in size
# Target sequence (Q96KQ7 913-1193 limits assumed): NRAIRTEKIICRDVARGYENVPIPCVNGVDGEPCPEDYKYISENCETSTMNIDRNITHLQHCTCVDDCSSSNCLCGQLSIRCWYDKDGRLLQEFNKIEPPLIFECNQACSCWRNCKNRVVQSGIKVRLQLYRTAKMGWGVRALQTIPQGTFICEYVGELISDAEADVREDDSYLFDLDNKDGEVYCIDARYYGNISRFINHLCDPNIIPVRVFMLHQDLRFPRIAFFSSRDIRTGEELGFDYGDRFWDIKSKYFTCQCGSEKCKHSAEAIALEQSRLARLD
#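 Chemiluminescent proximity detection of H3K9 monomethylation, read after 10 min bead incubation in the dark. Reaction: 20 nM G9a, 500 nM biotin-H3K9 peptide, 20 uM SAM cofactor, 2 h, room temperature, following 15 min enzyme-compound preincubation.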
# Tb PGK inh – qHTS Assay to Find Inhibitors of Phosphoglycerate Kinase; Phosphoglycerate kinase, glycosomal (Trypanosoma brucei brucei), P07378; PGK/GAPDH coupled, Kinase-Glo luminescence, 60 min; Potency, µM (highest dose often 57.5 µM), for the others: top-dose activity change, negative = inhibition, usual class: inhibitors; 0.043% of 380,000 active; further: potency means the concentration at half of the fitted maximal effect; on the % scale 0 is the no-effect control and ±100 the full control effect; nearly all actives have a fitted effect of over 60% in size
#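 Luminescent ATP detection (Kinase-Glo Plus) follows a 60-minute room-temperature incubation, with wells lacking PGK as controls. Buffer: 100 mM TEA (pH 7.6), 5 mM MgCl2, 0.01% Tween-20. Coupling enzyme GAPDH (100 nM final) supplies unstable 1,3-BPG in-well.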
# JMJD2A Tudor – qHTS Assay for Inhibitors of JMJD2A-Tudor Domain. Lysine-specific demethylase 4A (Homo sapiens), O75164. AlphaScreen JMJD2A-Tudor / H3K4me3 peptide binding. 4.4% of 390,000 active. Potency, µM (doses to about 114 µM), inactives show at the top dose activity change, negative = inhibition, actives largely listed as inhibitors; further: potency means the concentration at half of the fitted maximal effect; on the % scale 0 is the no-effect control and ±100 the full control effect; nearly all actives have a fitted effect of over 50% in size
# Pin1 inhibitor – qHTS Assay to Find Inhibitors of Pin1; Pin1 FP peptide displacement, HiFluor488, 10 min; Potency, µM (series often up to 115 µM), inactives show at the top dose activity, negative = inhibition, most hits filed as inhibitors; AID 504891, 2011; Peptidyl-prolyl cis-trans isomerase NIMA-interacting 1 (Homo sapiens), Q13526; 0.009% of 390,000 active; active means well fitted inhibition curve with a large enough effect in the polarisation, with a control signal flat, not every such curve was filed as active; inconclusive means small, poorly fitted or top-dose-only effect, or effect the other way, or a change in a side signal; inactive means no such curve, though single readings can be large or run the other way; the % refers to the polarisation; further: potency means the concentration at half of the fitted maximal effect; on the % scale 0 is the no-effect control and ±100 the full control effect
# Target sequence (Q13526 whole entry, looked up): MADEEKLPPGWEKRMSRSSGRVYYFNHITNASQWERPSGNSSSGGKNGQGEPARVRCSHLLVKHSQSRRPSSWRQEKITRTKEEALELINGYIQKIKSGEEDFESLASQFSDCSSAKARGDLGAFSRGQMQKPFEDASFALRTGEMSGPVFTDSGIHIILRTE
# PI4K2A inh – qHTS for small molecular inhibitors of PI4K2A. 0.13% of 420,000 active. purified PI4K2A, ADP-Glo luminescence, 1 h; stronger effect = lower value. Phosphatidylinositol 4-kinase type 2-alpha (Homo sapiens), Q9BTU6. AID 1346378, 2018. activity change, negative = inhibition, % at 76.9 µM; in the data active means activity change below about -50%; inconclusive means mostly about -30% to -49%;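 further: -100% = wells without enzyme as full effect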
#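 PI4K2A activity was measured by ADP-Glo luminescence: enzyme (4 ug/mL stock) and phosphatidylinositol (1.2 mM stock) in Tris pH 7.5/MgCl2/EGTA/Triton X-100 buffer were reacted with ATP (300 microM stock) for one hour at ambient temperature.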
# GLS inh – qHTS for Inhibitors of Glutaminase (GLS); 0.21% of 410,000 active; AID 624170, 2012; GLS enzymatic activity, qHTS titration; Potency, µM (top dose mostly 45.5 µM), without a hit: at the top dose activity change, negative = inhibition, usual class: inhibitors; Glutaminase kidney isoform, mitochondrial (Homo sapiens), O94925; further: potency means the concentration at half of the fitted maximal effect; on the % scale 0 is the no-effect control and ±100 the full control effect
# Target sequence (O94925 whole entry, looked up, canonical isoform): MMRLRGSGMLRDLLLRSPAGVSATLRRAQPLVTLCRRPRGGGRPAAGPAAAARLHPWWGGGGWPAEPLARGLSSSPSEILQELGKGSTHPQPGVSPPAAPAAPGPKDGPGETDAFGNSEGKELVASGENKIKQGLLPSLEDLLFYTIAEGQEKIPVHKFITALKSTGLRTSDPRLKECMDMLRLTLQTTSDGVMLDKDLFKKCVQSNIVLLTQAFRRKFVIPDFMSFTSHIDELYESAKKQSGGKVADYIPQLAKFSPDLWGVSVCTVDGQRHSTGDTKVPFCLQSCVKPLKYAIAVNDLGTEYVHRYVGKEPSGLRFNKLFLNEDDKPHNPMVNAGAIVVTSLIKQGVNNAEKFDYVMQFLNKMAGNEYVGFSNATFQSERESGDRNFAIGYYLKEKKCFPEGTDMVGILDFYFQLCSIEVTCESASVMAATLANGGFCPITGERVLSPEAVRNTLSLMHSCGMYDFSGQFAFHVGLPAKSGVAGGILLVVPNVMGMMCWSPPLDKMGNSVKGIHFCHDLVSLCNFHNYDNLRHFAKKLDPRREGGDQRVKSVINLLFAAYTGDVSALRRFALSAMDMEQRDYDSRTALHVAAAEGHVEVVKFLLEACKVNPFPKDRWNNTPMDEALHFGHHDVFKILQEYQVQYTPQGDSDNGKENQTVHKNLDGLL
#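 hKGA in 45 mM KH2PO4 (pH 8.2), 0.02% Tween-20 with compound, then 1mM L-Glutamine (stock as added) plus glutamate oxidase/HRP/Amplex red coupling mix. Fluorescence read initially and after 30 min at RT; signal change reflects glutamate formation.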
# * = called active by the depositor; i = inactive; ? = inconclusive; . = no result given; & = joins results of further samples; [ ] = another dose, or the depositor's remark. Unless noted, the call rests on the fitted dose curve; in most records, active means well fitted curve in the direction sought with a large enough effect; inconclusive means small, poorly fitted or top-dose-only effect, or another doubt; inactive means no such curve, though single readings can be large; an effect the other way counts as inactive or inconclusive.
# The line under a structure holds: JMJD2A Tudor	BAZ2B block	G9a inh	GLS inh	HP1b binding inh	Tb PGK inh	POLH inh	Pin1 inhibitor	PI4K2A inh
> O=C(CN1C(=O)/C(=C\c2cccs2)SC1=S)Nc1cccc(C(=O)O)c1
    ?	?	?	0%	-6%	3%	-25%	-13%	1
> COc1ccc(NC(=O)C2CCCN(S(=O)(=O)c3ccc4c(c3)oc(=O)n4C)C2)c(OC)c1 (centres undefined)
    -16%&-23%	-12%&7%	-29%[59 µM]	2%&-8%	34%&14%	2%&-3%	-11%&-14%	-4%&0%	-1&-2
> COc1cc(OC)c(OC)cc1CN1CCCC(C(=O)c2ccccc2SC)C1 (centres undefined)
    ?	-12%	.	-13%	-24%	-7%	-15%	-8%	3
> CC1(C)CCCN(C(=O)c2ccc3c(c2NCCO)C(=O)c2ccccc2C3=O)C1
    40µM*	14µM*	35µM*	-10%	-79%	-10%	-30%	-6%	-17
> O=C(NCCc1ccccc1)c1cc(-c2ccncc2)nc2ccc(S(=O)(=O)N3CCOCC3)cc12
    5%	-16%	6%[59 µM]	1%	43%[activator]	-2%	-7%	30%	-1
> O=C(CCC1CCN(C(=O)C2CC=CCC2)CC1)Nc1ccccc1 (centres undefined)
    .	.	.	-5%	.	1%	0%	.	2
> CCCCNC(=O)c1ccc(CS(=O)(=O)c2cccc(C(F)(F)F)c2)o1
    -9%	-24%	-2%[59 µM]	-4%	35%[activator]	-4%	-5%	-1%	-1
> COc1ccc(CNC(=O)CN2C(=O)CSc3ccc(S(=O)(=O)N4CCOCC4)cc32)c(OC)c1
    -12%&-19%	-3%&0%	1%[59 µM]	-10%&3%	41%&34%[activator]	i	-12%&-13%	4%&-3%	-3&0
> Cc1ccc(S(=O)(=O)N(CCc2ccccc2)CC(=O)Nc2cc(C)ccc2C)cc1
    -19%	1%	-27%[59 µM]	10%	23%	i	-8%	-11%	-1
> COC(=O)c1cnn(-c2cc(Oc3cccc(C)c3)ncn2)c1N
    -8%	10%	-39%[59 µM]	1%	34%	-20%	-12%	-4%	-14
> CN1CCN(C(=O)C2CCN(c3ncnc4c3nc3n4CCCCC3)CC2)CC1
    -25%	-15%	17%	-4%	17%	i	-10%	-8%	0
> O=P(NCc1ccccc1)(OCc1ccccc1)OCc1ccccc1
    5%	.	.	-5%	42%	-7%	-26%	-2%	9
> CC1CC(C)CN(CC(O)COCc2ccccc2)C1 (centres undefined)
    -8%	-6%	12%	0%	23%	-4%	-4%	-12%	-6
> COc1ccc(-c2nc3nc(C)cc(=O)n3[nH]2)cc1
    -8%	8%	14%	8%	13%	-9%	-5%	4%	-3
> CC/C(O)=C1\C(=O)CCCC1=NCc1nc2ccccc2[nH]1
    -4%	-6%	-3%	5%	52%[activator]	-7%	-3%	-1%	-1
> C=CCn1c(SCC(=O)Nc2sccc2C(N)=O)nc2ccc(Cl)cc2c1=O
    -20%	-7%	?	3%	30%	0%	-12%	26%	2
> CCOc1ccccc1/C=N/Nc1ccnc(=O)[nH]1
    -8%	7%	42%[2.33 µM]	11%	60%[activator]	-2%	-11%	-1%	-7
> CC(=O)c1ccc(NC(=O)C2C3C=CC(O3)C2C(=O)O)cc1 (centres undefined)
    ?	2%	?	7%	4%	5%	-4%	-1%	2
> O=C(CCCOc1cccc(Br)c1)NC1CCC(O)CC1 (centres undefined)
    -9%	-30%	10%	0%	21%	i	-8%	1%	-4
> Cc1cc(OCC(=O)O)c2ccccc2n1
    -5%	-8%	?	-4%	47%[activator]	-1%	-10%	-6%	4
> CC(=O)Nc1ccc(NS(=O)(=O)c2ccc3c(c2)CC(C)N3C(=O)C2CCC2)cc1 (centres undefined)
    0%	4%	6%[59 µM]	-8%	29%	-1%	-13%	-8%	2
> CN(CC(=O)Nc1ccc(F)cc1)C(=O)CN1C(=O)c2ccccc2C1=O
    -5%	6%	16%[12.7 µM]	19%	12%	5%	-14%	-3%	1
> CC1(C)N=C(SCC(=O)Nc2ccccc2)C(c2ccc(Cl)cc2)=N1
    -6%	-4%	-6%[59 µM]	5%	.	6%	-13%	-1%	-23
> O=C(Nc1ccccc1NC(=O)c1ccco1)c1ccco1
    14%	-37%	-22%[59 µM]	.	32%	-1%	-15%	-1%	4
> Cc1csc(NC(=O)c2ccc3ccccc3n2)n1
    ?	-25%	2%	-4%	9%	-9%	7%	12%	-6
> C/C(O)=C(/N=O)C(=O)Nc1ccccc1
    -8%	-18%	-11%	40%[activator]	8%	7%	0%	-1%	1
> CC(=N)c1c(O)cc(C)oc1=O
    -8%	.	.	-13%	12%[57 µM]	-7%	-4%	-11%	-11
> COc1ccc(C(=O)c2oc3ccc(OC)cc3c2N)cc1
    3%	2%	-4%	5%	54%[activator]	-6%	-11%	-1%	0
> O=C(CC1C(=O)NCCN1Cc1c(F)cccc1Cl)NCCCOc1cccnc1 (centres undefined)
    -8%	-3%	6%[59 µM]	4%	38%	4%	2%	4%	-5
> CCCCc1noc(-c2c(-c3ccccc3Cl)noc2C)n1
    114%[activator]	358%[activator]	253%[activator]	14%	150%[activator]	6%	-17%	1%	3
> O=C(NCc1ccccc1Br)c1ccncc1
    -12%	-22%	5%	-1%	29%	i	-17%	5%	-1
> COc1cc(C(=O)NCc2nnc(SCC(=O)NC3CCCCC3)o2)cc(OC)c1OC
    3%	-8%	16%	9%	57%[activator]	-7%	-13%	-2%	-1
> Cc1cn(C2CC(OC(=O)C(C)C)C(CO)O2)c(=O)[nH]c1=O (centres undefined)
    8%	0%	7%[12.7 µM]	-8%	40%	-5%	-18%	-7%	6
> COc1ccc(Br)cc1CNC(=O)CN1C(=O)CCCc2ccccc21
    -15%	0%	4%[59 µM]	1%	32%	-2%	-10%	0%	0
> N#Cc1nc(COc2ccccc2)oc1N1CCN(c2cccc(Cl)c2)CC1
    -25%	?	?	-4%	-23%	-6%	-7%	9%	-2
> Cc1ccc(N/C=C(\C#N)c2ccc(OCCCF)cc2)cc1
    -16%	?	45µM*	?	6%	3%	-26%	-2%	-2
> COc1ccc(CC(=O)OCc2cc3ccccc3[nH]c2=O)cc1
    -12%	6%	-3%[59 µM]	1%	38%	-9%	-9%	-4%	4
> O=C(c1ccc(F)cc1)N1CCOCC1
    3%	1%	21%	-9%	45%[activator]	-5%	-19%	0%	2
> Cc1nc2oc3c(NCc4ccccc4)ncnc3c2c2c1COC(C)(C)C2
    6%	-5%	-24%[2.33 µM]	.	13%	-3%	14µM*	-1%	-3
> C#CCOCCOCCOCCNc1nc(N2CCN(C(=O)CCCCCCCCCCNC(=O)Cn3cc(C[C@@H](C)O)nn3)CC2)nc(N2CCN(C(=O)CCCCCCCCCCNC(=O)[C@H](CCCCN)n3cc(CCCC(=O)O)nn3)CC2)n1
    ?	-35%	-24%[2.33 µM]	-4%	7%	-3%	5%	40%[activator]	-14
> O=[N+]([O-])c1ccc(-c2ccc(S(=O)(=O)N3CCOCC3)cc2)cc1
    5%	6%	58%[activator]	-3%	34%	i	-17%	5%	-4
> O=C1N/C(=C\c2ccc(O)cc2)C(O)=C1C=NCc1ccccc1
    -16%	?	-27%[59 µM]	15%	20%	-1%	-21%	3%	1
> COc1ccc(COCC(O)CN(Cc2ccco2)Cc2ccccc2O)cc1 (centres undefined)
    -15%	-6%	-6%[59 µM]	9%	5%	i	-20%	-3%	6
> CC1(C)Cc2nc3oc4c(N(CCO)Cc5ccccc5)ncnc4c3cc2CO1
    -17%	10%	19%[59 µM]	-9%	43%[activator]	-7%	13%	1%	-2
> CCC(C(=O)Nc1ccc(C)c(Cl)c1)n1c(=O)c(-c2ccccc2NC(C)=O)nc2ccccc21 (centres undefined)
    -14%	-11%	-36%[59 µM]	-4%	10%	.	.	-2%	-2
> O=[N+]([O-])c1cccc(C=NN=Cc2ccccc2O)c1
    -6%	.	.	8%	6%	-3%	-18%	-6%	-3
> Cc1ccc(NC(=O)C2CCN(C(=O)NCc3ccccc3)CC2)cc1C
    -14%	-16%	19%	6%	-14%	-9%	-19%	3%	1
> O=C(CN1CCN(S(=O)(=O)c2ccc(Cl)cc2)CC1)NC1CC1
    -7%	-12%	.	5%	90%[activator]	-8%	-10%	0%	-4
> O=C(/C=C/c1ccco1)N1CCN(c2ncccn2)CC1
    -2%	-35%	?	-5%	41%[activator]	-5%	?	6%	-1
> Cc1nc2ncnn2c(C)c1CCC(=O)N1CCN(c2ccccc2)CC1
    -5%	-8%	-19%[59 µM]	5%	30%	-5%	-8%	6%	7
> Cc1[nH]c(C)c(S(=O)(=O)NCCc2ccccc2)c1C(=O)N1CCCC1
    -1%	-7%	-7%	-12%	19%	i	-2%	-7%	8
> COC(=O)c1ccc(CSc2nnnn2-c2ccccc2)o1
    -6%[11.4 µM]	5%	-2%[59 µM]	-3%	33%	-5%	-7%	0%	8
> O=C(Nc1ccc(N2CCCCC2)cc1)c1cccnc1Cl
    -24%	-31%	50µM*	55%[activator]	27%	-5%	-9%	3%	4

# Assay outcomes deposited in PubChem by National Center for Advancing Translational Sciences (NCATS).

# Not all compounds are listed (hit frequency here may not be typical).
